EP2 antag: human EP2 receptor antagonists, primary screen, TR-FRET cAMP, C6 glioma cells; C6 glioma cells expressing human EP2; cells stimulated with saturating PGE2; inhibition, % at 25 µM; 260,000 compounds, 0.52% hits; AID 1422, 2008;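 active = percent inhibition above 40 after rounding to a whole number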;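 note: rat C6 glioma host cells with rolipram phosphodiesterase inhibitor present; the protocol text gives 20 µM as final concentration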
Target sequence (P43116 whole entry, looked up): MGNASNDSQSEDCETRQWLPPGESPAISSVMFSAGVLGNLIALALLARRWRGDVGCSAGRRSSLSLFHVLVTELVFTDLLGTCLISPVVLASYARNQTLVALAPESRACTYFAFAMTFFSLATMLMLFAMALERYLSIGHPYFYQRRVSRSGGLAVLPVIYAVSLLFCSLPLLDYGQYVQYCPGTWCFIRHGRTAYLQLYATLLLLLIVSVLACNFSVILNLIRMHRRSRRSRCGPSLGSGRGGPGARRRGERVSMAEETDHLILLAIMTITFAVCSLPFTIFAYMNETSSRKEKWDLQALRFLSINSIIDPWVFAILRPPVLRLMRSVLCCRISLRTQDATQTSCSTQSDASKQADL
TbHK1 inh: Trypanosoma brucei hexokinase 1 inhibitors, primary screen, biochemical, G6PDH-coupled NADH absorbance, MLSCN library; hexokinase 1 [Trypanosoma brucei]; recombinant TbHK1, G6PDH-coupled NADH A340; inhibition, % at 10 µM; 220,000 compounds, 0.11% hits; AID 1430, 2008;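 active = inhibition of 50% or more in the single-dose primary screen; inactive = inhibition below 50%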
BaF3 parental: parental Ba/F3 cell viability inhibition, counter-screen for JAK2V617F inhibitor project, murine pro-B, CellTiter-Glo luminescence; CellTiter-Glo ATP luminescence; inhibition, % at 5.6 µM; 220,000 compounds, 1.1% hits;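 active = inhibition above a per-campaign cutoff, the mean inhibition of all tested compounds plus 3 SD, cut at about 27% in these data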;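 note: 0% = DMSO wells and 100% = JAK Inhibitor I control wells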
Ba/F3 V617F tox: reduced viability of JAK2V617F-dependent Ba/F3 cells, primary screen, JAK2V617F inhibitor project, cell-based, Ba/F3 EpoR-JAK2V617F, luminescence | ATP luminescence | inhibition, % at 5.6 µM | 220,000 compounds, 1.1% hits | AID 1446, 2008;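 active = inhibition above the campaign mean plus 3 SD over all tested compounds, cut at about 24% in these data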;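 note: cytokine-independent growth of Ba/F3 cells driven by EpoR plus mutant JAK2; 0% = DMSO-treated cells and 100% = JAK inhibitor I control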
PPC-1+TRAIL kill: compounds killing PPC-1 cancer cells with TRAIL present, primary screen, TRAIL potentiator project, ATPLite luminescence, uHTS. 220,000 compounds, 0.41% hits. PPC-1 cells + TRAIL, ATPLite viability luminescence. AID 1443, 2008. cell killing (% activity), % at 4 µM;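 active = cell killing above 50% in the first pass at 4 µM, then a duplicate retest at 5 µM averaging 50% or more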;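 note: plate controls were cells with TRAIL plus DMSO for no effect and medium-only wells lacking cells for full effect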
NCF1 inh: p47phox/p22phox peptide binding inhibitors, primary screen, biochemical, uHTS, NADPH oxidase regulatory subunit | 220,000 compounds, 0.53% hits | fluorescence polarization, 2 h | inhibition, % at 24.7 µM | Neutrophil cytosol factor 1 (Homo sapiens), P14598;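 active = inhibition above about 30%, limit read from the data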;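 note: 0% = p47phox with labelled peptide and 100% = labelled peptide alone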
Target sequence (P14598 whole entry, looked up): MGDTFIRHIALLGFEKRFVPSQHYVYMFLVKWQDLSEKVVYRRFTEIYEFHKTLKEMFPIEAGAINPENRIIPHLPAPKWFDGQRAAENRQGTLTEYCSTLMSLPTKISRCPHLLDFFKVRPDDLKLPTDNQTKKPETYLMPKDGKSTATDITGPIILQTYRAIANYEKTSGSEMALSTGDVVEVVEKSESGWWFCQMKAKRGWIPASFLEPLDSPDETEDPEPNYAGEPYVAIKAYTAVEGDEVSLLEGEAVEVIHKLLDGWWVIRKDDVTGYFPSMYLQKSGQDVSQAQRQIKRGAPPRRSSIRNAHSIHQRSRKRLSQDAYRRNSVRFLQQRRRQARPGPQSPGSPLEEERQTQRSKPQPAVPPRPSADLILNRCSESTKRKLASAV
p97 inhibitor: inhibitors of human p97 ATPase, primary screen, biochemical; 220,000 compounds, 0.42% hits; AID 1481, 2009; Transitional endoplasmic reticulum ATPase (Homo sapiens), P55072; recombinant p97 ATPase, Kinase-Glo ATP luminescence, 3 h; inhibition, % at 8 µM; in the data active = inhibition above about 15%;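 note: 0% = DMSO vehicle and 100% = wells lacking enzyme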
Furin inh: human furin inhibitors, primary screen, biochemical, fluorescence intensity; 220,000 compounds, 0.061% hits; purified furin, fluorogenic substrate cleavage; inhibition, % at 30 µM; AID 463115, 2010; in the data active = inhibition above about 25%; note: inactives centre near -15
RBBP9 inh: human RBBP9 inhibitors, primary screen, biochemical, fluorescence polarization, FP-Rh probe, HTS. Serine hydrolase RBBP9 (Homo sapiens), O75884. inhibition, % at 7.94 µM. 220,000 compounds, 0.2% hits. recombinant RBBP9;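 active = inhibition above the campaign mean of all tested compounds plus 3 SD, cut at about 14% in these data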;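 note: plate controls were DMSO wells with RBBP9 for no effect and wells lacking RBBP9 protein for full effect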
Target sequence (O75884 whole entry, looked up): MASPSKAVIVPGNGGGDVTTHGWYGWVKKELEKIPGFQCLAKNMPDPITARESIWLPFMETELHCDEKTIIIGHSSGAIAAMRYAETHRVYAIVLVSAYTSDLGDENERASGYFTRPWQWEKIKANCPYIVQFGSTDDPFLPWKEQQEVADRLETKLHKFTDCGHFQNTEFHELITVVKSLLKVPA
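Material: RBBP9 protein. Amount: RBBP9 at 2.5 µM in dispensed solution, before mixing. Schedule: 30 min then 45 min, 25 °C. Medium: Tris buffer pH 8.0, NaCl, Pluronic. Measured by: fluorescence polarization. Measure: percent inhibition from mP, scaled between DMSO and no-protein wells. Replication: one well per compound.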
An asterisk follows results filed as active; nt = not tested or not shown; & = joins results of further samples; [ ] = another dose, or the depositor's remark. This is a subset. The share of hits here may be higher or lower than overall.

structure	EP2 antag	TbHK1 inh	BaF3 parental	Ba/F3 V617F tox	PPC-1+TRAIL kill	NCF1 inh	p97 inhibitor	Furin inh	RBBP9 inh
CCOC(=O)Cc1csc(NC(=O)C(C)Oc2ccc3c(C)cc(=O)oc3c2)n1 (stereo unspecified)	5.6	-1.8	10.9	8.2	17.1	2.8	1.1	-6.4	9.2
CCOc1ccc(Nc2nc(Cc3nnc(SCC(=O)NCC4CCCO4)n3C)cs2)cc1 (stereo unspecified)	nt	0.4	2.1	-1.6	13.3	7.0	2.7	-18.7	-5.3
O=C(OCc1nc2ccccc2[n+]([O-])c1C(=O)c1ccccc1)c1ccco1	5.7	-23.7	-0.3	-2.3	2.7	-8.4	7.4	-8.9	-10.4
O=C(O)COc1ccc(Br)cc1/C=N/O	9.8	9.4	6.7	1.2	12.0	-4.4	0.2	-22.4	-0.7
CS(=O)(=O)c1ccc(C(=O)Nc2ccccc2N2CCOCC2)c(Cl)c1	5.2	-3.4	0.8	-0.2	1.5	-16.4	1.1	-15.2	-7.4
CC1=C([N+](=O)[O-])C(c2ccccc2C(F)(F)F)NC(=O)N1C (stereo unspecified)	10.1	-24.7	-2.0	-3.9	-22.0	-14.3	4.5	-12.5	-7.0
O=C(NC(=O)c1ccccc1F)OCc1ccc(Cl)cc1Cl	13.1	-5.2	-0.8	-2.5	8.1	-13.8	1.8	-16.6	-8.2
C/C(=C\c1ccccc1)C(=O)Nc1ccc(S(=O)(=O)Nc2ncccn2)cc1	8.7	-2.7	5.2	3.4	30.9	-5.7	2.9	-25.6	-2.5
Cc1cc(Cl)ccc1OCC(=O)Nc1ccccc1NS(=O)(=O)c1cccs1	7.3	1.1	-3.6	-1.2	1.7	-7.1	1.1	-29.3	2.1
CC1CCN(C(=S)Nc2cccc(S(=O)(=O)N(C)C)c2)CC1	22.5	-6.1	6.7	0.9	5.1	0.6	1.2	-27.7	-0.6
CCOC(=O)Cc1[nH]nc2c1C(c1ccsc1)C(C#N)=C(N)O2 (stereo unspecified)	8.9	-3.9	-3.1	-0.1	1.1	-5.7	-1.1	-15.6	-10.0
CC1CCc2nn(CC(=O)N3CCCCCC3)cc2C1 (stereo unspecified)	8.8	0.4	8.5	2.5	15.7	-17.8	-3.5	-17.1	-8.7
CCN(CC)CCCNc1ncnc2ccccc12	7.9	-9.9	1.1	-4.0	nt	0.6	2.4	-21.0	1.4
Cc1cccc(N=Nc2c(C)nn(-c3ccccc3)c2N)c1C	3.0	3.4	11.7	4.9	18.2	-9.7	-5.0	8.1	-6.3
O=C(O)/C=C/C(=O)NCc1ccccn1	13.9	-3.8	1.5	0.2	1.5	-7.8	1.4	-17.1	3.1
Cn1c(SCc2nnc(-c3ccc(F)cc3)o2)nnc1C1COc2ccccc2O1 (stereo unspecified)	2.5	0.2	-0.4	-1.6	-2.6	-15.1	-0.8	-25.6	-5.6
CCn1nc(C)c(NC(=O)CSc2nnc(-c3ccco3)n2C)c1C	6.3	5.8	4.6	-1.9	9.9	-7.5	1.9	-20.3[20 µM]	-3.1
CCOC(=O)c1c(C)nc2ncccn12	14.7	1.5	2.2	0.3	12.9	-13.5	4.5	-14.1[20 µM]	-5.1
CC(=O)OC1C(N2CCCCC2)c2c(ccc(/C=C/C(=O)N3CCCCC3)c2O)OC1(C)C (stereo unspecified)	8.6	-10.5	-3.6	-5.5	17.6	-3.7	3.3	-8.9	-5.8
CC(C)(C)c1csc(NC(=O)CSc2nc3ccccc3c(=O)[nH]2)n1	7.2	7.3	0.4	-2.2	-2.6	-14.7	7.0	-19.8	4.0
O=C(O)COc1ccccc1/C=N/NC(=O)CN1CCN(Cc2ccccc2Cl)CC1	2.1	-15.9	-7.0	-1.7	-16.0	-3.5	7.8	-20.1	3.3
COc1cc(NS(=O)(=O)c2ccc(NC(C)=O)cc2)ncn1	2.1	-0.4	0.8	-2.2	-0.4	-16.4	3.4	-25.8[20 µM]	3.8
CCN1c2ccccc2-c2nc3ccccc3n2C1c1ccccn1 (stereo unspecified)	7.1	-2.6	1.4	-4.8	4.1	-16.6	6.3	-19.3	-2.8
Cc1cccc(C)c1NC(=O)C1(NC(=O)C2CCC(=O)N2)CCCCC1 (stereo unspecified)	5.0	-1.5	8.1	-1.2	23.4	-13.5	7.2	-11.8	-6.8
O=C(Nc1ccccc1-c1ccccc1)NC1CCN(CC(=O)N2CCOCC2)CC1	6.8	-2.8	1.8	-4.0	11.9	-8.5	2.0	-17.9[20 µM]	-5.2
Fc1ccc(CSc2nnc(CN3CCOCC3)n2-c2ccccc2)c(Cl)c1	18.8	-0.4	6.5	6.2	8.8	-9.3	-3.5	-5.4[20 µM]	-1.1
COC(=O)c1c(NC(=O)c2ccccc2)sc2c1CC(C)(C)NC2(C)C	4.8	-25.2	1.0	1.3	16.2	-10.3	-0.7	-16.0	-2.7
CCN(CC)S(=O)(=O)c1cc(NS(=O)(=O)c2cc(Cl)ccc2Cl)ccc1C	7.0	33.1	8.1	-3.6	19.9	-2.1	0.5	-10.9	0.1
CCOc1ccccc1-n1nnnc1SCC(=O)O	2.8	-2.1	-1.8	-1.4	21.9	-11.5	4.2	-30.6	-9.3
Cc1onc(-c2ccccc2)c1C(=O)Oc1ccccc1	7.2	10.6	2.0	1.0	-4.6	-11.2	-3.2	-28.4	-11.9
NC(=S)Nc1ccc(Cl)c(Cl)c1	5.6	-3.3	4.5	3.1	21.7	-13.4	4.8	-2.6	-2.1
O=C(Cn1c(=O)oc2ccccc21)Nc1ccc(S(=O)(=O)N2CCCCC2)cc1	14.3	6.0	2.3	-2.7	25.5	-7.9	2.7	-22.4[20 µM]	-2.7
C#CCn1c(O)c(N=NC(=O)C(O)c2ccccc2)c2ccccc21 (stereo unspecified)	6.3	-39.2	-6.8	-1.5	9.8	-4.2	6.3	-9.0	-4.8
CC(=O)N1Cc2cc([N+](=O)[O-])ccc2Oc2ccccc21	7.9	-8.4	0.0	-1.1	-6.8	0.3	1.7	-13.1	2.9
CSc1cccc(NC(=O)CN(C)S(=O)(=O)c2ccc(C)cc2)c1	12.9	0.2	3.5	-2.5	32.2	-8.8	4.2	-7.3[20 µM]	-8.4
CC/C=C/C(=O)N1CC2(CC(c3cccc(NC(=O)COc4ccc(Cl)cc4)c3)=NO2)C[C@H]1C(N)=O (stereo partly specified)	8.5	-16.8	nt	nt	22.5	-7.3	nt	-19.9	nt
Cc1ccc(NC(=O)CCn2cccc2)cc1F	7.8	-0.3	3.2	-0.9	-25.5	-14.5	0.6	-20.0[20 µM]	-6.0
CCCNC(=O)CN(Cc1ccccc1F)S(=O)(=O)c1ccc(C)cc1	8.5	3.5	1.7	-1.9	4.8	-0.3	3.6	-22.2[20 µM]	6.8
O=C(NCCO)c1ccc2nc(-c3ccco3)c(-c3ccco3)nc2c1	10.2	8.2	2.9	-1.6	18.6	-7.8	14.5	3.1[20 µM]	-0.8
O=C(N1CCOCC1)N1CCN(c2nc(-c3ccc(F)cc3)cs2)CC1	10.7&10.2	-6.7	3.9	0.9	6.0	-18.6	-2.8	-18.4	-4.5
Cc1c(C(=O)C(=O)NCCC2=CCCCC2)c2ccccc2n1C	4.5	0.9	7.8	3.0	3.8	-0.8	-2.2	-3.8	-4.6
C#CCOCCOCCOCCNc1nc(N2CCN(C(=O)[C@H]([C@@H](C)CC)n3cc([C@@H](N)Cc4ccc(O)cc4)nn3)CC2)nc(N2CCN(C(=O)[C@H]([C@@H](C)CC)n3cc([C@@H](N)Cc4ccc(O)cc4)nn3)CC2)n1	3.8	-7.3	0.0	-2.6	13.9	-3.1	10.9	-18.1	-0.4
O=C(NCCc1ccccc1)C1CCCN1C(=O)NCc1ccccc1 (stereo unspecified)	12.8	-2.0	1.5	-3.7	4.2	-18.1	-3.8	-17.9	-2.3
Cc1cc2ncn(-c3ncnc4sc(C)c(C)c34)c2cc1C	8.6	-10.1	-2.8	0.1	-8.3	-2.6	-7.4	-9.4	-5.1
CCC(Sc1nc(=O)cc(N)n1-c1cccc(C)c1)C(=O)Nc1cc(C)on1 (stereo unspecified)	8.1	3.5	1.1	-3.8	18.5	-4.4	2.9	-10.8[20 µM]	-5.4
CCCSc1nnc(N)s1	4.9	-3.4	2.8	-5.9	-5.5	-7.4	5.7	-15.0	-3.7
COc1ccc(NC(=S)NNC(=O)CNc2ccc(Cl)cc2)cc1	5.0	6.0	5.4	1.2	-2.1	-5.6	5.1	-25.6	-1.1
COc1ccc(S(=O)(=O)N(CC(=O)N2CCOCC2)c2cc(Cl)ccc2OC)cc1OC	5.8	3.5	3.2	-2.4	-4.6	-5.9	1.6	-19.4	-8.3
CCOc1ccccc1CNC(=O)c1c([N+](=O)[O-])c(C)nn1C	3.9	2.3	4.5	0.7	2.6	-1.3	0.9	-19.3	2.7
Cn1c(SCc2ccc(Br)cc2)nc2c(c1=O)SCC2	7.9	4.3	-1.2	-3.0	16.3	-20.8	3.3	-20.5	-11.6

Full records from above:
Record of CCn1nc(C)c(NC(=O)CSc2nnc(-c3ccco3)n2C)c1C → EP2 antag = 6.3; TbHK1 inh = 5.8; BaF3 parental = 4.6; Ba/F3 V617F tox = -1.9; PPC-1+TRAIL kill = 9.9; NCF1 inh = -7.5; p97 inhibitor = 1.9; Furin inh = -20.3[20 µM]; RBBP9 inh = -3.1
Record of O=C(NCCO)c1ccc2nc(-c3ccco3)c(-c3ccco3)nc2c1 → EP2 antag = 10.2; TbHK1 inh = 8.2; BaF3 parental = 2.9; Ba/F3 V617F tox = -1.6; PPC-1+TRAIL kill = 18.6; NCF1 inh = -7.8; p97 inhibitor = 14.5; Furin inh = 3.1[20 µM]; RBBP9 inh = -0.8

Next section.
structure	EP2 antag	TbHK1 inh	BaF3 parental	Ba/F3 V617F tox	PPC-1+TRAIL kill	NCF1 inh	p97 inhibitor	Furin inh	RBBP9 inh
CC(=O)N1CCN(CCN=CC2=C(O)CC(c3cccs3)CC2=O)CC1 (stereo unspecified)	10.2	-2.6	1.4	-0.9	18.4	3.8	4.7	-12.5	-6.9
Cc1cc(C(=O)N2CCOCC2)c(C)o1	5.1	2.5	7.4	-3.4	35.0	-0.7	6.0	-12.8	4.8
Cc1cc(Cl)ccc1OC(C)c1nnc(N)s1 (stereo unspecified)	10.9	-5.8	9.4	-1.8	1.3	1.4	-1.9	-14.5[20 µM]	0.6
O=C(O)c1ccc2c(=O)[nH]c(CN3CCOCC3)nc2c1	nt	-9.6	2.6	-0.9	8.5	-12.8	1.9	-17.1[20 µM]	-3.6
COC(=O)C(C)Sc1nc2c(c(=O)n(C)c(=O)n2C)n1CCC(C)C (stereo unspecified)	7.5	-1.9	2.5	0.6	-12.1	-1.8	-2.0	-9.2	-2.2
CCOc1cc2c(cc1OC)C(NC(=O)C(F)(F)F)CC2=O (stereo unspecified)	8.2	-2.1	1.7	-0.8	9.2	-17.3	1.5	-11.1[20 µM]	-1.8

Source: PubChem BioAssay
